Bioassay records: PubChem BioAssay, National Center for Advancing Translational Sciences (NCATS)
PLK1 PBD inh: inhibitors of human PLK1 polo-box domain binding; P53350; Plk1 PBD binding of FITC phosphopeptide, fluorescence polarization; Potency, µM, without a hit: max response, negative = inhibition, usual class: inhibitors; 360,000 compounds, 2.8% hits; AID 720504; note: potency is the fitted concentration of half-maximal effect; series mostly up to about 57 µM; % is set by controls: 0 for no effect and ±100 for the full control effect; nearly all actives have a fitted effect of over 65% in size
Target sequence (P53350 whole entry, looked up, the tested form may be a part): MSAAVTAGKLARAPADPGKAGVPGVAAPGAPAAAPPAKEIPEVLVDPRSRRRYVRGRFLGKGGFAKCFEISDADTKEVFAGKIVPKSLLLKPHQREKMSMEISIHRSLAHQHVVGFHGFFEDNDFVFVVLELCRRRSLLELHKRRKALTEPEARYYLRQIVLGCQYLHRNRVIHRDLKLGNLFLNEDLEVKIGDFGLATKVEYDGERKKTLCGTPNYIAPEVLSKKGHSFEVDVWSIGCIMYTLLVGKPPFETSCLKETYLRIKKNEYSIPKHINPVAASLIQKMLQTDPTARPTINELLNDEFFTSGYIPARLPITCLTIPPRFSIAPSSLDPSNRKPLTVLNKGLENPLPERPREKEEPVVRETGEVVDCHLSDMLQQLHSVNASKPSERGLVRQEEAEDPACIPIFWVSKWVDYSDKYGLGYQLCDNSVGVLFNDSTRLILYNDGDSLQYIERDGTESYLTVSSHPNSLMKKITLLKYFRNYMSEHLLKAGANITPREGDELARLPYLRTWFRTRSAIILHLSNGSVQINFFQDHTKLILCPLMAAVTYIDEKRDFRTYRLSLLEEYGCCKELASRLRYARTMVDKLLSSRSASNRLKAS
PI5P4K alpha inh: PI5P4K alpha (human) kinase inhibition; P48426; PI5P4Kalpha enzyme, ADP-Glo luminescence, 60 min; active compounds read low; max response, %; 330,000 compounds, 1.2% hits; AID 652105; active = max response of -50% or lower; inconclusive = between -30% and -50%; inactive = -30% or higher; note: value at the top dose of about 77 µM; % is set by controls: 0 for no effect and ±100 for the full control effect
Target sequence (P48426 whole entry, looked up): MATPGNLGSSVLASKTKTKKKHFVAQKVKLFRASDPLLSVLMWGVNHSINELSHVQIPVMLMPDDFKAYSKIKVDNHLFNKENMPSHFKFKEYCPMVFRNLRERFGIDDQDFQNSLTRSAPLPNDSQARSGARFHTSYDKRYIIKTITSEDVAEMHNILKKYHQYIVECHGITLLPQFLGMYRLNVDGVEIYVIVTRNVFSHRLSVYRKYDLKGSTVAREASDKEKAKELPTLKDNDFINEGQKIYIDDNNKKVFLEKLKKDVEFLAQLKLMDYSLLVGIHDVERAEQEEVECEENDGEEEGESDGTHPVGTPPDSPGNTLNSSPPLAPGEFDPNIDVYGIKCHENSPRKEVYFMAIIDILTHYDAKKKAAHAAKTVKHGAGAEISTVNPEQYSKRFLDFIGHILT
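Compounds were pin-transferred onto PI5P4Kalpha and substrate in HEPES pH 7.4 buffer with EGTA, CHAPS and 5% DMSO. ATP (5 microM final) started the reaction, which ran 60 minutes at room temperature before ADP-Glo detection.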
IL-2 act: activates IL-2 in a cell-based reporter assay. 360,000 compounds, 0.065% hits. IL-2 activation reporter assay, cell-based qHTS; stimulated with anti-CD3/CD4/CD28 beads; in transgenic mouse T cells. activation, % (series mostly up to about 46 µM); in the data active = activation above about 50%; inconclusive = mostly about 30% to 49%; note: 0% is about no effect
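First, unstimulated transgenic mouse T cells were exposed to compound for 60 min. Next, anti-CD3/anti-CD4-coated beads with anti-CD28 were added. Finally, after 18 h at 37 degrees C, EGFP and DsRed were imaged.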
FUS yeast rescue: suppressors of FUS proteinopathy in yeast | S. cerevisiae FUS-expressing, growth rescue, OD600, 24 h | Potency, µM (titrated, usually from 76.6 µM), for inactives: at the highest dose growth rescue (activation), actives largely listed as activators | 390,000 compounds, 0.24% hits | AID 1347120;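 note: potency is the fitted concentration of half-maximal effect; plate controls were DMSO vehicle for no effect and reference control for full effect; nearly all actives have a fitted effect of over 55% in size; some results filed as inactive show a strong effect at the top dose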
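FUS-expressing yeast, raffinose-pregrown, induced in 2% galactose minimal medium at OD 0.005; compounds in a dilution series, 24hr at 30C. Growth restoration read as absorbance at 600 nm. CP55940 positive control, DMSO negative.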
Abeta rescue: compounds reversing amyloid beta toxicity in yeast. Potency, µM (top dose mostly 46.1 µM), without a hit: top-dose growth rescue, most hits filed as activators. yeast expressing A-beta42, growth rescue, OD600, 48 h; response scale: 0% DMSO, 100% iron-clioquinol control. AID 1347071. 410,000 compounds, 0.063% hits; note: potency is the fitted concentration of half-maximal effect; nearly all actives have a fitted effect of over 55% in size
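Growth rescue measured by 600 nm absorbance after 48 h yeast culture at 30 C with compound. Values normalized between DMSO and an equimolar ferric chloride plus clioquinol control.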
EPAC1 antag: EPAC1 (human) antagonism; EPAC1 GEF assay, Rap1b-BODIPY-GDP exchange fluorescence; Potency, µM (series often up to 115 µM), for inactives: top-dose activity change, negative = inhibition, usual class: inhibitors; 360,000 compounds, 0.14% hits; AID 720709;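 note: potency is the fitted concentration of half-maximal effect; plate controls were vehicle for no effect and positive control for full effect; nearly all actives have a fitted effect of over 50% in size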
WRN inhibitor: blocks human WRN helicase; WRN helicase unwinding, fluorescent forked duplex, kinetic; Potency, µM (top dose mostly 114 µM), for the others: at the top dose activity change, negative = inhibition, actives largely listed as inhibitors; AID 651768; 360,000 compounds, 0.46% hits; note: potency is the fitted concentration of half-maximal effect; % is set by controls: 0 for no effect and ±100 for the full control effect; nearly all actives have a fitted effect of over 55% in size
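WRN at 20 nM final preincubated with compound 15 min at room temperature; reaction started with 100 nM fluorophore/quencher forked duplex oligonucleotide and 2 mM ATP final. Unwinding followed kinetically by red fluorescence (ex 525, em 598 nm).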
EPAC1 ag: agonists of human EPAC1. AID 720707. 360,000 compounds, 0.073% hits. EPAC1 agonist qHTS, biochemical assay; response scale: 100% = response to 6.5 mM cAMP. Potency, µM (highest dose often 154 µM), without a hit: at the top dose activation, actives largely listed as activators; note: potency is the fitted concentration of half-maximal effect; nearly all actives have a fitted effect of over 60% in size
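Fluorescent GDP-exchange assay: 100 nM EPAC1 with 250 nM Rap1B preloaded with BODIPY-GDP and 50 uM GDP; compounds tested as concentration series, 5 min at room temperature, then read every 5 min for 30 min (ex 480/em 540 nm); normalized to 6.5 mM cAMP.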
* = called active by the depositor; u = inconclusive; x = not tested or not shown; & = joins results of further samples; [ ] = another dose, or the depositor's remark. Unless noted, calls come from the whole dose curve; as a rule, active = well fitted curve in the direction sought with a large enough effect; inconclusive = small, poorly fitted or top-dose-only effect, or another doubt; inactive = no such curve, though single readings can be large; an effect the other way counts as inactive or inconclusive. Not a hit list. Share with any hit: about 4.1%.

SMILES	PLK1 PBD inh	PI5P4K alpha inh	IL-2 act	FUS yeast rescue	Abeta rescue	EPAC1 antag	WRN inhibitor	EPAC1 ag
CC(C)(C)c1ccc(C(=O)Nc2ccc(NC(=O)c3ccco3)cc2)cc1	-1%	x	-1.6	-8%	11%	1%	-7%	-1%
C/C(=N/NS(=O)(=O)c1ccc(C(C)(C)C)cc1)c1ccc2c(c1)OCO2	-1%	8	-1.1	-7%	10%	u	-7%	12%
CCN(CC)S(=O)(=O)c1ccc(OC)c(NC(=O)c2cccs2)c1	-7%	-3	0.2	4%	0%	-5%	-3%	-7%
O=S(=O)(Nc1cc(Cl)ccc1-n1cncn1)c1ccc(F)cc1	-3%	4	-0.6	-9%	-4%	-7%	-3%	-12%
O=C(CSc1ccccc1)N1CCCC(N2CCN(c3ccccc3)CC2)C1 (stereo unspecified)	-13%	-3	-0.8	8%	4%	-20%	0%	-6%
O=C(CC1C(=O)NCCN1C(=O)Nc1ccccc1)Nc1cccc(C(F)(F)F)c1 (stereo unspecified)	-8%	19	-0.3	u	0%	-10%	-5%	-6%
CCC(NC(=O)/C(=C\c1ccc2c(c1)OCO2)NC(C)=O)C(=O)O (stereo unspecified)	5%	-6	0.1	-6%	0%	20%	-9%[57.1 µM]	-12%
Cc1ccc(C)c(CN2C(=O)NC3(CCCCCC3)C2=O)c1	1%	6	0.3	-17%	u	3%	-1%	6%
Cc1cc(-c2ccc(C)c(S(=O)(=O)NCC3CCN(Cc4ccccc4F)CC3)c2)on1	-13%	4	-2.3	-11%&9%	6%&-9%	-10%	-2%	-8%
OCc1nnn(-c2ccccc2)c1CO	-9%	-6	0.6	-27%	6%	11%	-2%	12%
O=C(NCCc1csc(-c2ccccc2)n1)c1c(F)cccc1Cl	2%	7	-5.6	-5%	-9%	-3%	-6%[57.1 µM]	-4%
CCOC(=O)CSc1nc2ccccc2c(=O)n1CCN1CCOCC1	-5%	x	-0.1	6%	24%	9%	4%	3%
COCCCNC(=S)N1CCN(Cc2ccc3c(c2)OCO3)CC1	0%	3	0.3	-27%	-4%	4%	-5%	7%
CCCCN(CCCC)S(=O)(=O)c1ccc(NS(=O)(=O)c2ccc(NC(C)=O)cc2)cc1	-11%	x	-0.9	u	-5%	u	-18%	u
O=C(Nc1ccc(S(=O)(=O)N2CCCCC2)cc1)C1CC(=O)N(c2ccc(Cl)cc2)C1 (stereo unspecified)	-7%	3	-4.0	-8%	-16%	u	-8%	8%
CCOC(=O)N/N=C/c1c(F)c(F)c(F)c(F)c1F	-3%	8	-1.0	8%	-6%	0%	-8%	11%
CC1Nc2ncnc(N3CCN(c4ccccc4)CC3)c2N(Cc2ccc(Cl)cc2)C1=O (stereo unspecified)	-10%	0	-0.6	20µM*	3%	1%	-1%	0%
O=C(COc1ccc(/C=N/NC(=O)c2ccncc2)cc1)Nc1cccc([N+](=O)[O-])c1	0%	4	0.2	24%	-1%	-2%	-3%	4%
Cc1nn(CC(O)COc2ccc3c(c2)CCC3)c(C)c1Br (stereo unspecified)	-4%	13	-1.0	10%	u	5%	-6%	-7%
CCC(=O)Nc1ccc(NC(=O)CSc2nc3c(c(=O)n(C)c(=O)n3C)n2CC)cc1	-9%	3	1.3	-2%	-10%	4%	-6%	10%
O=C(NNC(=O)c1cccs1)c1ccc(Cl)cc1	-1%	7	1.0	1%	0%	-6%	-1%	-6%
CC(=O)c1ccc(NC(=O)CNC2CCCCC2)cc1	1%	5	-5.0	22%	-12%	7%	2%	13%
CCOC(=O)c1c(S(=O)(=O)NCC(=O)Nc2ccc(C)cc2)c(C)n(C)c1C	-12%	3	-3.0	9%	-5%	20%	2%	10%
COC(=O)c1oc2ccccc2c1NC(=O)/C=C/C(=O)O	-4%	3	0.8	-10%	-5%	2%	3%	0%
CC(C(=O)OCc1nnc(-c2ccccc2)o1)N1C(=O)C2CCCCC2C1=O (stereo unspecified)	-7%	-5	-1.1	-25%	4%	-17%	-8%	13%
COc1ccc2c(c1OC)C(=O)OC2CC(=O)c1ccc(O)cc1 (stereo unspecified)	1%	-20	-3.1	x	10%	-2%	-17%	-4%
O=C(O)C1CCN(C(=O)COc2ccc3c4c(c(=O)oc3c2)CCCC4)CC1	-5%	8	0.1	4%	6%	-10%	-7%	-4%
O=S(=O)(/C(=C/c1ccc(C(F)(F)F)cc1)c1nc2ccccc2[nH]1)c1ccccc1	0%	-6	-6.4	8%	-2%	-25%	-2%	-3%
COc1ccc(/C=C2\SC(=S)N(C(Cc3ccccc3)C(=O)O)C2=O)cc1 (stereo unspecified)	27µM*	3	0.1	u	-9%	-14%	u	3%
COc1cc2c(cc1OC)C(C)N(C(=O)c1ccc(Cl)c(S(=O)(=O)N3CCCCC3)c1)CC2 (stereo unspecified)	1%	-3	-5.7	38%	-1%	15%	-2%	3%
CC(=O)Nc1ccc2cc3ccc(NC(C)=O)cc3nc2c1	-26%	-1	0.5	27%	-6%	-1%	8%	-11%
CCCc1nn(C)c(C(N)=O)c1[N+](=O)[O-]	-5%	-1	0.2	-7%	6%	3%	2%	-2%
Cc1cc(=O)n(C(C)c2ccccc2)n1C(C)c1ccccc1 (stereo unspecified)	-5%	4	-4.6	x	10%	-6%	-1%	7%
CCOC(=O)C(C)n1cnc2c(nnn2-c2ccc(C)cc2)c1=O (stereo unspecified)	-2%	x	-1.1	-3%	-1%	11%	-12%	-3%
Cc1ccc(C2C(C(=O)c3cc4ccccc4o3)=C(O)C(=O)N2CCN2CCOCC2)o1 (stereo unspecified)	-24%	3	-0.8	24%	-9%	0%	-15%	-3%
Cn1[nH]c2c(c1=O)[C@H](c1ccc(F)cc1)O[C@H](CCc1ccccc1)C2	19µM*	4	-0.1	40%	-6%	-19%	0%	5%
CCOC(=O)c1c(NC(=O)c2cccs2)sc(C)c1CC	-2%	x	-1.8	20%	-8%	8%	-13%	17%
O=C1c2ccccc2CC1Sc1nnc(-c2ccncc2)o1 (stereo unspecified)	u	-1	6.1	u	-2%	-4%	-5%	2%
COc1cc2c(cc1OC)C(NC(=O)c1ccc(C)cc1)CC2=O (stereo unspecified)	4%	0	-0.6	-8%	-15%	-6%	0%	-3%
COc1ccc(S(=O)(=O)N2CCN(c3ccccn3)CC2)c(OC)c1	-8%	0	0.2	-6%	3%	-3%	-12%	0%
Cc1ccc(N2CCN(C(C(=O)Nc3c(C)cccc3C)c3cccc(F)c3)CC2)cc1 (stereo unspecified)	-11%	-1	-0.1	4%	4%	5%	-6%	4%
Cc1cc(OC(C)C(=O)NCc2cccnc2)c2c(C)c(C)c(=O)oc2c1 (stereo unspecified)	-8%	2	0.5	15%	-10%	1%	8%	7%
Cc1nc(CS(=O)c2ccccc2)cc(N2CCOCC2)n1 (stereo unspecified)	0%	-5	-0.2	-27%	2%	5%	-7%	7%
COCc1nnc(NC(=O)c2ccc(Cl)cc2[N+](=O)[O-])s1	u	5	-1.4	-6%	7%	-17%	-1%	7%
COc1ccc(C(=O)COC(=O)c2ccccc2O)c(OC)c1	-9%	-57*	0.3	6%	-15%	-17%	-24%	13%
COc1ccc(C2=NOC(Cn3nc(C(=O)NCc4cccc(C(F)(F)F)c4)cc3-c3ccccc3)C2)cc1 (stereo unspecified)	-14%	5	-0.6	36%	-4%	-8%	-3%	-14%
CCc1nc(C)cc2c1sc1ccccc12	-10%	0	-0.3	12%	-5%	4%	-7%	10%
COc1ccc(OC)c(S(=O)(=O)N2CCC(C(=O)Nc3ccccc3)CC2)c1	-9%	-1	-4.6	-11%	-6%	-17%	2%	1%
Cc1oc(-c2cc(F)ccc2F)nc1CN1CCN(c2ncnc3ccccc23)CC1	-7%	-10	-4.0	-21%	2%	-4%	5%	3%
S=C(NC1CC1)SCc1ccco1	-11%	7	0.2	-10%	21%	-12%	-3%	-2%
CS(=O)(=O)N1CCN(c2ccc(NC(=S)NC(=O)c3ccccc3[N+](=O)[O-])cc2)CC1	0%	1	1.1	-2%	3%	-5%	-6%	1%
O=C1CSC(c2ccccc2)N1c1ccccc1F (stereo unspecified)	-7%	-2	1.8	-26%	-7%	8%	-3%	-10%
CC(C)C1C(=O)N(Cc2cn(CCC3OCCO3)nn2)CCS(=O)(=O)N1Cc1ccc(-c2ccccc2C(F)(F)F)cc1 (stereo unspecified)	0%	23	1.8	u	5%	-17%	-1%	-7%
CN1CCN(c2ccc([N+](=O)[O-])c(Sc3nc4ccccc4[nH]3)c2)CC1	-10%	-2	1.7	x	-13%	0%	-5%	1%
CCCC/C(C)=N/NC(=O)Nc1ccccc1	-1%	13	0.1	-23%	22%	-12%	-1%	0%

Single records, from the list above. Order of values: PLK1 PBD inh	PI5P4K alpha inh	IL-2 act	FUS yeast rescue	Abeta rescue	EPAC1 antag	WRN inhibitor	EPAC1 ag
Cc1oc(-c2cc(F)ccc2F)nc1CN1CCN(c2ncnc3ccccc23)CC1 is listed as -7%	-10	-4.0	-21%	2%	-4%	5%	3%
S=C(NC1CC1)SCc1ccco1 is listed as -11%	7	0.2	-10%	21%	-12%	-3%	-2%
